# Assay outcomes (PubChem BioAssay)
# Giardia FBPA inh – qHTS Assay for Inhibitors of Fructose-1,6-bisphosphate Aldolase from Giardia Lamblia; Potency, µM (series often up to 59.6 µM), inactives show top-dose activity, negative = inhibition, hits mostly inhibitors; 290,000 tested, 0.71% active; A8B2U2; purified Giardia FBPA; AID 2451, 2010; also: potency is read from the fitted curve at half-maximal effect; % is scaled to controls: 0 for no effect and ±100 for the full control effect; nearly all actives have a fitted effect of over 55% in size
# Target sequence (A8B2U2 whole entry, looked up): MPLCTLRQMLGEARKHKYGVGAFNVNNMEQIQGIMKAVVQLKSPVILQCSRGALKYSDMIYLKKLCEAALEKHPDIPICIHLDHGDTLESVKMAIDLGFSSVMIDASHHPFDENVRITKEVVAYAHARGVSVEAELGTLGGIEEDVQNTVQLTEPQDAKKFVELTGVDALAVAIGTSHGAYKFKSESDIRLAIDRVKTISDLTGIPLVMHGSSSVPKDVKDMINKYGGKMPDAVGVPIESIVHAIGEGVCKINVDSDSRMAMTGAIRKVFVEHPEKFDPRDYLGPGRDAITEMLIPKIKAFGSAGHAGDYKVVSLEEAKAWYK
#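 40 nM FBPA preincubated 10 min at RT with compound (up to 57.5 uM final), then substrate plus GAPDH/TPI/NAD/arsenate coupling and diaphorase/resazurin added. Fluorescence read after 20 min at RT, 525/598 nm.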
# AmpC inh detg – qHTS Inhibitors of AmpC Beta-Lactamase (assay with detergent) | Potency, µM (doses to about 114 µM), for inactives: at the top dose activity change, negative = inhibition, usual class: inhibitors | AID 485294, 2010 | AmpC hydrolysis of nitrocefin, absorbance 480 nm, 0.01% Triton | 370,000 tested, 0.041% active;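 also: potency is read from the fitted curve at half-maximal effect; 0% = no-compound wells and -100% = no-enzyme wells; nearly all actives have a fitted effect of over 25% in size; some results filed as inactive show a strong effect at the top dose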
# Target sequence (P00811 whole entry, looked up): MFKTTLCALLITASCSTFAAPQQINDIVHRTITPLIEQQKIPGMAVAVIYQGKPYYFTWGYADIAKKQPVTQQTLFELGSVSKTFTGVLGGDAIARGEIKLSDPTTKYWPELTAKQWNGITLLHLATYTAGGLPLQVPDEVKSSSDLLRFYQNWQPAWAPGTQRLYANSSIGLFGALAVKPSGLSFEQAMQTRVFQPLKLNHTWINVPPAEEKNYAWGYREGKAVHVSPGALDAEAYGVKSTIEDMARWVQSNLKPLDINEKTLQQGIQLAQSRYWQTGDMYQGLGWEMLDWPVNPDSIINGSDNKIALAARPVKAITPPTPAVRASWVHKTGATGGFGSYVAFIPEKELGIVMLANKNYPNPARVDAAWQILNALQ
#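 20 mM phosphate pH 7.0 + 0.01% (detergent screen) or 0.0001% Triton X-100; 5.3 nM AmpC reagent; cpd preinc 15 min RT; nitrocefin (800 uM stock) to start; A480 q20 s × 4 min; Activity was normalised to no-enzyme and no-compound control wells.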
# CHX counter – Cycloheximide Counterscreen for Small Molecule Inhibitors of Shiga Toxin. cell reporter, cycloheximide protein synthesis inhibition counterscreen. max response, %. 300,000 tested, 12% active; in the data active = max response mostly above about 13%, no sharp cut-off; inactive = mostly below about 14%; also: read at 38.3 µM for the half of the compounds with a filed dose; 0% is about no effect
# Shiga inhibitor – A qHTS for Small Molecule Inhibitors of Shiga Toxin; 290,000 tested, 9.2% active; Vero cells, Shiga toxin protein synthesis inhibition reporter; inhibition, % at 38.7 µM; in the data active = inhibition mostly above about 28%, no sharp cut-off; inactive = mostly below about 43%; also: 0% is about no effect
# AmpC no deterg – qHTS Inhibitors of AmpC Beta-Lactamase (assay without detergent); P00811; AmpC nitrocefin hydrolysis, absorbance 480 nm, 0.0001% Triton; Potency, µM (top dose mostly 57.1 µM), inactives show top-dose activity change, negative = inhibition, hits mostly inhibitors; 330,000 tested, 0.52% active; AID 485341, 2010;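 also: potency is read from the fitted curve at half-maximal effect; plate controls were no compound for no effect and no enzyme for full effect; nearly all actives have a fitted effect of over 20% in size; some results filed as inactive show a strong effect at the top dose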
#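 AmpC (5.3 nM in the dispensed reagent) in 20 mM phosphate pH 7.0 with 0.01% (detergent screen) or 0.0001% Triton X-100 was preincubated with compounds for 15 min at room temperature. Nitrocefin was then added from an 800 uM solution, and hydrolysis was followed at 480 nm.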
# AMA1 RON2 block – qHTS for Inhibitors of AMA1-RON; Towards Development of Antimalarial Drug Lead: Primary Screen; Plasmodium falciparum AMA1 (3D7) - RON2 peptide interaction; AlphaScreen AMA1-biotinylated RON2 peptide binding; Potency, µM (doses to about 58.2 µM), for the others: top-dose activity change, negative = inhibition, usual class: inhibitors; 360,000 tested, 0.2% active;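 also: potency is read from the fitted curve at half-maximal effect; 0% = vehicle wells and -100% = peptide control; nearly all actives have a fitted effect of over 45% in size; some results filed as inactive show a strong effect at the top dose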
#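 AMA1 (3D7) with his tag at 25 nM final met compounds first, then biotinylated RON2 peptide at 25 nM; detection used donor plus acceptor beads, 10 µg/mL apiece, read by AlphaScreen after 30 min at room temperature.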
# HCMV antiviral – qHTS Assay for inhibitors of the human cytomegalovirus (HCMV) | HFF cells, HCMV-luciferase reporter, 72 h; stronger effect = lower value | 410,000 tested, 4.5% active | activity change, negative = inhibition, % at 57.5 µM | AID 1259415, 2018; in the data active = activity change below about -60%; inconclusive = no clear call, values can overlap the other calls; inactive = above about -39%; also: % is scaled to controls: 0 for no effect and ±100 for the full control effect
#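 Steps: HFFs plated, 16 h 37C; compounds added; HCMV-luciferase added to MOI 1 PFU/cell; 72 h 37C; OneGlo reagent, 5 min room temperature; luminescence read, normalized to controls.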
# * marks the source's active call; other numbers are inactive results; u = inconclusive; x = no result given; & = joins results of further samples; [ ] = another dose, or the depositor's remark. Unless noted, calls follow the shape of the dose curve; as a rule, active = well fitted curve in the direction sought with a large enough effect; inconclusive = small, poorly fitted or top-dose-only effect, or another doubt; inactive = no such curve, though single readings can be large; an effect the other way counts as inactive or inconclusive.
smiles,AMA1 RON2 block,AmpC no deterg,Shiga inhibitor,AmpC inh detg,CHX counter,HCMV antiviral,Giardia FBPA inh
Cc1ccc(C(CC(=O)N2CCCCC2)c2ccccc2)c(O)c1C (stereo unspecified),-2%,1%,-12,0%,-5,u,6%
COc1ccc(Cn2c(O)c(/C=N/NC(=O)c3ccccc3O)c(=O)[nH]c2=O)cc1,66%[activator],-53%,20,-6%,13*,u,u
CCc1nc(SCc2ccc(Cl)cc2)n[nH]1,-4%,-7%[2.29 µM],41*,u,33*,-28,-27%
N/C(=N\OC(=O)c1ccc2ccccc2c1)c1ccc(Br)cc1,-6%[2.32 µM],-15%,19,-12%,6,-18,1%
Cc1ccc(C(=O)/C=C/N(C)C)o1,14%,-10%,26,-4%,16,2,-1%
CCOc1ccccc1CNS(=O)(=O)c1csc(C(N)=O)c1,-3%,-20%,2,-5%&0%,2,28&-8,4%
CC(=O)Nc1ccc(-c2csc(NNC(=O)c3ccc(C)cc3)n2)cc1,77%[activator],-20%,7,-4%,11,u,8%
COc1ccc(CNC(=O)C[C@H]2C[C@H](C(=O)N3CCOCC3)[C@@]3(C)c4[nH]c5ccc(Cl)cc5c4CCN3C2=O)cc1OC,-14%,239%[activator],x,x,x,-4,x
CC(=O)c1cnn(-c2c(Cl)cc(Cl)cc2Cl)c1C,-2%,-3%,-7,5%,-1,u,2%
O=C(c1cc(-c2cccc(Cl)c2)on1)N1CCc2ccccc2C1,2%,-22%,-7,-2%,-1,-10,-1%
COc1ccc(CCNC(=O)COC(=O)c2cc(OC)c(OC)cc2OC)cc1OC,2%,-6%,-22,8%,7,-28,1%
Cc1ccc(-c2csc(NC(=O)CN3CCOCC3)n2)cc1C,-4%,103%[activator],24,-7%,21*,x,-23%
C[C@H](CO)N1C[C@H](C)[C@@H](CN(C)S(C)(=O)=O)Oc2ccc(NS(=O)(=O)c3cn(C)cn3)cc2C1=O,1%,-5%,x,x,x,-12,x
O=C(CCC(=O)N1C[C@H]2C[C@@H](C1)c1cccc(=O)n1C2)NCc1ccccc1,2%,-11%,-7,u,-3,6,-7%
Cc1cnc(C(=O)OCC(=O)Nc2ccc(Cl)cc2Cl)cn1,1%,-16%,17,u,-1,-21,13%
CN1CCC(c2c[nH]c3ccccc23)C1 (stereo unspecified),4%,-12%,16,0%,2,-4,-19%
Cc1cc(C(=O)N2CCCC(N3CCN(c4cccc(C(F)(F)F)c4)CC3)C2)n[nH]1 (stereo unspecified),-2%,129%[activator],4,4%,-2,u,x
O=C(/C=C/c1ccco1)NCc1ccccn1,53%[activator],0%,17,-3%,0,-17,-16%
COc1ccc(NC(=O)C2OCCc3ccccc32)c(OC)c1 (stereo unspecified),-2%,-30%,-3,-5%,-3,-8,-15%
CC1(c2nnc(-c3ccc(Cl)cc3)o2)CC(c2ccc([N+](=O)[O-])cc2)=NO1 (stereo unspecified),-6%,-4%,-8,-7%,1,-17,-6%

# Retrieved one by one from the entries so far, 2 records:
smiles,AMA1 RON2 block,AmpC no deterg,Shiga inhibitor,AmpC inh detg,CHX counter,HCMV antiviral,Giardia FBPA inh
O=C(/C=C/c1ccco1)NCc1ccccn1,53%[activator],0%,17,-3%,0,-17,-16%
O=C(c1cc(-c2cccc(Cl)c2)on1)N1CCc2ccccc2C1,2%,-22%,-7,-2%,-1,-10,-1%

# (listing goes on)
smiles,AMA1 RON2 block,AmpC no deterg,Shiga inhibitor,AmpC inh detg,CHX counter,HCMV antiviral,Giardia FBPA inh
CC(C)c1ccc(OCC(=O)N2CCN(C(=O)c3ccco3)CC2)cc1,2%,46%,-13,5%,-4,21,x
O=C(COc1ccccc1Cc1ccccc1)Nc1cccnc1,2%,0%,x,7%,x,-36,x
CN(C)S(=O)(=O)c1cccc(COC(=O)CCNC(=O)c2ccc([N+](=O)[O-])cc2)c1,0%,-21%,x,6%,x,-3,x
COc1ccc(OCC(=O)NNC(=O)c2ccc(-c3ccccc3)cc2)cc1,33%[activator],-21%,-4,-3%,-3,6,2%
O=C(NCC1CCN(C(=O)c2ccc([N+](=O)[O-])cc2)CC1)c1ccc([N+](=O)[O-])cc1,-8%,45%,0,3%,13,-7,x
O=S1(=O)NC(=NCCOCCO)c2ccccc21,5%,-14%,-5,5%,-2,-25,1%
COc1cc(C(=O)NCC(c2cccs2)N2CCOCC2)c([N+](=O)[O-])cc1OC (stereo unspecified),2%,-2%,x,-9%,x,34,x
CC(C)(C)OC(=O)CC12CCCCC1NC(=O)O2 (stereo unspecified),-3%,-6%,9,-11%,1,-30,6%
COc1ccc(-c2nc(Cn3c(SCc4ccccc4F)nc4ccncc43)c(C)o2)cc1,9%,20%,-14,u,-2,18,2%
Nc1c(C(=O)NCc2ccco2)c2nc3ccccc3nc2n1Cc1ccc(F)cc1,43%[activator],0%,7,-11%,5,6,u
CCc1ccc(-c2nc(CSCC(=O)NCc3ccco3)c(C)o2)cc1,15%,27%,-3,-3%,-3,-39,0%
S=C1NCCOCCOCCOCCN1,6%,-3%,10,-9%,-1,20,-5%
Cc1ccc(C(=O)N/N=C\c2ccncc2)s1,-1%,35%,53*,0%,40*,36,x
CC(=O)N1CCc2c(sc(NC(=O)CN3C(=O)CCC3=O)c2C(N)=O)C1,3%,-28%,-1,u,-3,5,u
Cc1cc2nc(CSc3ccc(Cl)cc3)cc(=O)n2[nH]1,119%[activator],-45%,17,7%,-4,u,-19%
Cc1cccc(C)c1NC(=O)COC(=O)c1cc(-c2cccnc2)nc2ccccc12,0%,24%,-4,-15%,3,5,3%
O=C(NC(=S)NNC(=O)c1ccccc1[N+](=O)[O-])c1ccc(Br)cc1,106%[activator],-26%,7,3%,3,30,u
C/C(=N\NC(=O)c1cc(-c2ccc(O)cc2)nc2ccccc12)c1cccnc1,25%,-36%,6,-11%,17,33,-3%
Cc1cc(OCCOCCNCc2ccccc2)ccc1C(C)C,1%,22%,x,-13%,-2,-9,u
O=C(COC(=O)COc1ccc(Br)cc1)NC1CCCC1,0%,-19%,x,x,x,4,x

# Further compounds
smiles,AMA1 RON2 block,AmpC no deterg,Shiga inhibitor,AmpC inh detg,CHX counter,HCMV antiviral,Giardia FBPA inh
CC1N=C(N)C(c2nc3ccccc3n2C)=C1O (stereo unspecified),6%,-8%,-3,2%,-2,u,-9%
Cc1ccc(S(=O)(=O)NN=C2C3CC4CC(C3)CC2C4)cc1[N+](=O)[O-],-8%,-31%,-6,-6%,2,-17,-3%
O=C(N/N=C/c1sc(N2CCOCC2)nc1-c1ccccc1)c1cccc(S(=O)(=O)N2CCCC2)c1,19%,53%,20,4%,-2,-112*,-4%
Cc1ccc(CNC(=O)CSc2ncc(C(=O)Nc3ccccc3)c(=O)n2C)cc1,-1%,-6%,x,-14%,x,-7,x
COc1ccccc1CNC(=O)CN1C(=O)NC2(CCOc3ccccc32)C1=O (stereo unspecified),-12%,-19%,x,x,x,u,x
Cc1cccc(N2CCN(C(=O)CCNS(=O)(=O)c3ccc4c(c3)oc(=O)n4C)CC2)c1C,14%,73%[activator],1,-7%,8,-39,0%
Cc1ccc(C)c(OCCC(=O)N2CCN(S(=O)(=O)c3cc(F)ccc3F)CC2)c1,-8%,78%[activator],x,-7%,x,18,x
CC(C)CCN1CCC(n2nccc2NC(=O)c2ccc3c(c2)OCO3)CC1,-1%,-14%,-3,0%,2,-24,4%
COc1ccc(OC)c(NC(=O)C2C(C(=O)O)C3(Cl)C(Cl)=C(Cl)C2(Cl)C3(Cl)Cl)c1 (stereo unspecified),-2%,-43%,-4,-1%,-3,-29,-24%
CCc1ccc(NC(=O)COC(=O)CC2CCCC2)cc1,22%,-20%,x,x,x,20,x
CCN(CC)CCNC(=O)c1ccc(NC(=O)C2CCN(c3ncnc4sc(C)c(C)c34)CC2)cc1,-8%,180%[activator],30,-9%,20,-71*,x
Cc1ccc(NC(=O)C2CSC3(C)CCC(=O)N23)cc1S(=O)(=O)N1CCOCC1 (stereo unspecified),0%,40%,x,4%,x,32,x
Cc1ccccc1NC(=O)/C(=C/c1ccccc1)c1ccccc1,6%,-31%,-21,4%,1,-19,1%
Cc1cc(C)n(CC2CC(=O)N(c3ccc(Cl)c(Cl)c3)C2=O)n1 (stereo unspecified),3%,113%[activator],-28,1%,-1,10,-6%
O=S(=O)(c1ccc(NC(=S)NCc2ccco2)cc1)N1CCCC1,-17%,-34%,-6,-5%,1,1,-3%
CCc1nnc(NC(=O)CSc2nnc(-c3ccc(S(=O)(=O)N4CCCC4)cc3)n2CC)s1,9%,-2%,9,u,24*,34,13%
Cc1csc(=O)n1CCC(=O)OCC(=O)NNC(=O)c1ccccc1,113%[activator],-13%,x,-16%,x,-23,x
COC(=O)Nc1ccc(S(=O)(=O)NCCO)cc1,-4%,-15%,7,3%,-2,-11,5%
CCOc1ccc(/C(O)=C2/C(=O)C(=O)N(c3ncccn3)C2c2ccccc2)cc1 (stereo unspecified),-2%,15%,58*,17%,66*,2,29%
CCCN1C(=O)/C(=N\OCC(=O)NCC(F)(F)F)c2ccccc21,-7%,-18%,-7,-6%,-4,-21,3%

# Remaining list, next part.
smiles,AMA1 RON2 block,AmpC no deterg,Shiga inhibitor,AmpC inh detg,CHX counter,HCMV antiviral,Giardia FBPA inh
Cc1ccc(N2CC(C(=O)Nc3nccs3)CC2=O)cc1 (stereo unspecified),3%,-15%,-12,u,-4,-7,0%
Cc1cc(C)nc(-n2nc(C)cc2NC(=O)CN2CCc3ccccc3C2)n1,-19%,4%,64,u,-5,-5,u
COc1ccc(CCNC(=O)C2CCCN(S(=O)(=O)c3ccccc3)C2)cc1 (stereo unspecified),9%,4%,-5,6%,-1,12,x
CCOC(=O)c1ccc2c(c1)nc(SC/C(O)=C(\C#N)c1nc3ccccc3[nH]1)n2CC,36%[activator],-22%,-12,-14%,-3,118,0%
Cc1ccc(C)n1-c1nn(S(=O)(=O)c2cccc3cccnc23)c2cccc(F)c12,u,2%,27,-5%,10,-10,0%
Cc1onc(-c2ccccc2)c1C(=O)Nc1cccnc1,-5%,3%,-18,-12%,7,-16,-3%
Cc1cc2nc(-c3ccc(SCC(=O)Nc4ccc5c(c4)OCCO5)nc3)[nH]c2cc1C,1%,-22%,157*,11%,48*,-68*,-12%
COc1ccc(N(C(=O)c2cccc(OC)c2OC)C2C=CS(=O)(=O)C2)cc1 (stereo unspecified),-4%,12%,-13,0%,8,82,2%
CCC(CO)Oc1cc(NCc2cccnc2)c2ncn(C(C)C)c2c1 (stereo unspecified),-2%,95%[activator],x,x,x,37,x
